Source: PubChem (several laboratories)
Measles CPE – compounds protecting cells from measles virus cytopathic effect, primary screen, measles RdRp inhibitor project, single point, MLSMR library, absorbance. Measles virus-infected cells, CPE protection. protection (pct of control), % at 4 µM. 140,000 tested, 1.5% active. AID 841, 2007; in the data active means protection mostly above about 24%, no sharp cut-off; inactive means mostly below about 26%; further: some compounds called inactive have numbers as strong as hits
Yeast life ext – compounds extending yeast replicative lifespan, primary screen, S. cerevisiae, OD615 | S. cerevisiae growth with nicotinamide; deaD strain in restrictive glucose medium | inhibition of the nicotinamide effect, % at 10 µM | 130,000 tested, 0.68% active | AID 775, 2007;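 active means inhibition above a set limit, placed 3 SD over the median of all compounds, cut at about 26% in these data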;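 further: 0% = nicotinamide-treated wells and 100% = cells grown without nicotinamide; some compounds called inactive have numbers as strong as hits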
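assay system = DeaD-strain S. cerevisiae | buffer or medium = restrictive glucose medium | reagent = 1.5 mM nicotinamide | compound = 10 µM single point, 0.25% DMSO | incubation = 48 h compound exposure at 30 °C, humidified | signal = OD615 measurement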
BB579 growth dn – growth inhibitors of yeast BB579 in restrictive medium, primary screen, yeast lifespan-shortening project, S. cerevisiae; OD615, 48 h; inhibition, % at 10 µM; 140,000 tested, 0.51% active; AID 804, 2007;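 active means inhibition above a set limit, 3 SD over the mean compound inhibition, cut at about 44% in these data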; further: inactives centre near -24
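Test system: Saccharomyces cerevisiae DeaD strain BB579, replicative lifespan model yeast | Buffer or medium: Restrictive CSMM-D medium | Doses: One dose, 10 µM compound with 0.25% DMSO | Incubation: 48 h exposure, 30 °C | Detection: Culture absorbance at 615 nm | Control set: Amphotericin B at 10 µg/mL as positive control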
PTEN del growth – growth suppression of PTEN-null HCT116, primary screen, cell-based, CellTiter-Glo | HCT116 PTEN-null viability, 60 h; stronger effect = lower value | viability, % at 10 µM | 140,000 tested, 1.2% active | AID 827, 2007;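 active means viability at or below a set limit, 4 SD under the median of all tested compounds, cut at about 3.7% in these data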;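 further: PTEN knockout HCT116 line with beta catenin targeted HCT116 as companion control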
bCat KO growth – primary screen for growth suppressors in beta-catenin knockout HCT116 cells (colon tumor, human); HCT116 beta-catenin knockout viability, CellTiter-Glo, 60 h; stronger effect = lower value; viability, % at 10 µM; 140,000 tested, 1.5% active;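 active means viability at or under a set limit, the compound median less 4 SD, cut at about 6% in these data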;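 further: 0% = Hyamine 1622 control at 20 µM and 100% = untreated cell control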
NPY Y2 blocker – NPY-Y2 receptor antagonists, primary screen, cell-based. AID 793, 2007. 140,000 tested, 0.99% active. NPY-Y2 expressing cells, antagonist mode. inhibition, % at 2.7 µM. Neuropeptide Y receptor type 2 (Homo sapiens), P49146; in the data active means inhibition above about 17%;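 further: 0% = vehicle with agonist challenge and 100% = reference antagonist with challenge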
Target sequence (P49146 whole entry, looked up): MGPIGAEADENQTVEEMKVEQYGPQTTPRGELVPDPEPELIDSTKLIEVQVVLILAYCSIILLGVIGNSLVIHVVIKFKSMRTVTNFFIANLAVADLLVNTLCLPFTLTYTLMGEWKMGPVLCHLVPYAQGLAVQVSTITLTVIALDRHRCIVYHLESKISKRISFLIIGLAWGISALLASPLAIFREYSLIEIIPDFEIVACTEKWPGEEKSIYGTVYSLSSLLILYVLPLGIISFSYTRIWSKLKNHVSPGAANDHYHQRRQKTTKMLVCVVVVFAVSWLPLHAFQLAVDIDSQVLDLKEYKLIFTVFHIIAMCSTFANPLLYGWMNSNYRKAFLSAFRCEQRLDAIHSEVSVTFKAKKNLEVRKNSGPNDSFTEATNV
GALR2 antag – GALR2 antagonists in receptor-expressing cells, primary screen; Galanin receptor type 2 (Homo sapiens), O43603; antagonist mode; inhibition, % at 4 µM; 140,000 tested, 0.39% active; AID 828, 2007; in the data active means inhibition above about 27%;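 further: cells stimulated with galanin 1-16 at roughly its EC80; 0% = agonist challenge control and 100% = basal control without agonist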
Target sequence (O43603 whole entry, looked up): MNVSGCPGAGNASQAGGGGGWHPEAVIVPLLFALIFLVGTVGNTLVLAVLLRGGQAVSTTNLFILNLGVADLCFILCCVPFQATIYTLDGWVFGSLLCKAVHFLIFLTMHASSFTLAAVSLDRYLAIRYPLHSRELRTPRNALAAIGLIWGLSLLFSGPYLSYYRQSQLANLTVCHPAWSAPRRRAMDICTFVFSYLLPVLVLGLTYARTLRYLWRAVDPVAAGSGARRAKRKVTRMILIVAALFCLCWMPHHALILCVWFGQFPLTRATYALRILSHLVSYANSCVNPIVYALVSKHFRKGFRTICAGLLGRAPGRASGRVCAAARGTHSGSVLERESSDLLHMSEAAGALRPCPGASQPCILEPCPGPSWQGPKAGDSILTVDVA
MRP-1 activ – H69AR viability gain despite doxorubicin, primary screen, MRP-1 activator project, H69AR cells, CellTiter-Glo | viability rescue | viability increase, % at 10 µM | 140,000 tested, 0.61% active | AID 799, 2007;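 active means viability gain under doxorubicin at or above a set limit, the compound median plus 3 SD, cut at about 4.7% in these data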;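 further: MRP-1 overexpressing cells given doxorubicin 25 µM after compound pretreatment; 18-22 h compound pretreatment then 72 h with doxorubicin before readout; 0% = doxorubicin-only wells and 100% = vehicle-treated cells without doxorubicin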
Phagocytosis inh – inhibitors of macrophage phagocytosis, primary screen, imaging, J774A.1 cells, IgG beads. J774A.1 macrophage IgG-bead phagocytosis. inhibition, % at 5 µM. 110,000 tested, 0.07% active. AID 1029, 2008;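 active means inhibition above the mean of the plate negative controls plus 5 SD, cut at about 13% in these data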;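 further: phagocytic index as fraction of beads internalized from green versus red external bead signal; plate controls were DMSO negative control for no effect and cytochalasin-D positive control for full effect; some results beyond the cut were filed as inactive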
E-sel TNF inh – E-selectin induction blockers in HUVEC – imaging, immunofluorescence, high content, primary screen. inhibition, % at 2 µM. 120,000 tested, 0.71% active. HUVEC TNFa-induced E-selectin immunofluorescence;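 active means inhibition above the batch mean plus 3 SD, and confirmed as a hit on visual image review, cut at about 43% in these data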;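 further: 0% = TNF-stimulated DMSO wells and 100% = unstimulated control wells; not every result past the cut was called active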
The depositor's hits bear a star; x = no result given.

SMILES	Measles CPE	Yeast life ext	BB579 growth dn	PTEN del growth	bCat KO growth	NPY Y2 blocker	GALR2 antag	MRP-1 activ	Phagocytosis inh	E-sel TNF inh
Cc1ccc2c(N)c(C)ccc2c1	18	-13	-5	86	91	4	-9	-2.3	0	-13
COc1cccc(C(=O)NNC(=O)Cc2ccc(Cl)cc2)c1	1	3	-27	102	94	1	1	2.5	-5	x
CCCc1nnc(NC(=O)COC(=O)c2cc(C)nc3ccccc23)s1	10	-8	-8	91	89	8	-6	-0.9	-2	-37
CCOc1ccc(N(CC(=O)Nc2cccc(N(C)S(C)(=O)=O)c2)S(=O)(=O)c2ccccc2)cc1	4	-5	-38	67	74	1	-9	-0.9	-3	-6
Cc1cc(C)n2nc(N)c(N=Nc3ccc(Cl)cc3)c2n1	7	-3	-34	91	98	2	0	0.6	-2	x
O=C(CSc1ncccc1-c1nc2ccccc2[nH]1)N1CCCCC1	13	-13	2	92	96	5	9	-4.8	x	32
COc1ccc(/C=C(\C#N)C(=O)NC2CCS(=O)(=O)C2)cc1OC (centres undefined)	19	2	-10	84	78	1	-1	1.3	-7	x
O=C(Nc1cccnc1)C1CCCN(S(=O)(=O)c2ccccc2)C1 (centres undefined)	30	-4	-28	90	99	2	6	0.1	-2	-6
CCOC(=O)c1[nH]c(C)c(C(=O)Nc2cccc(Cl)c2C)c1C	2	-10	-29	24	30	1	14	-4.8	-2	7
O=C(NCCc1nc2ccccc2[nH]1)c1cc([N+](=O)[O-])cc([N+](=O)[O-])c1	3	8	-27	76	87	-2	0	-2.2	1	-26
C1=C(CCNc2nnnn2-c2ccccc2)CCCC1	8	-8	-56	72	79	1	-9	-2.2	-2	3
Cn1c(=O)c2c(nc(-n3ccnc3)n2Cc2ccc([N+](=O)[O-])cc2)n(C)c1=O	18	-5	-70	100	90	0	-8	-1.6	0	-30
O=c1nc2ccccc2c2n1CC(CN1CCN(Cc3ccccc3)CC1)N2 (centres undefined)	10	1	-39	87	91	2	-11	-2.9	2	x
COC(=O)COc1ccc2c(-c3cccc([N+](=O)[O-])c3)cc(=O)oc2c1	7	-3	-17	97	95	1	-6	0.1	x	-26
C=CCOc1ccc(C=Nc2cccc(Cl)c2)c(O)c1	5	3	-18	98	95	1	3	-0.1	0	x
CCN(CC)S(=O)(=O)c1cccc(C(=O)N[C@H](C(=O)NCc2ccccc2F)C(C)C)c1	14	-13	-10	78	81	4	6	-1.3	0	4
CN(C)c1ccc(C(=S)Nc2ccccc2)cc1	7	-5	-19	79	82	3	15	-0.3	0	x
O=C(NCCNC(=O)c1ccco1)c1cccc(F)c1	3	-6	-26	92	93	-1	7	-0.2	0	3
Nc1oc2ccc(F)cc2c(=O)c1C=O	8	27*	-31	104	94	0	5	-0.7	-1	0
CC1Cn2c(CCc3ccccc3)nnc2S1 (centres undefined)	8	-9	-23	97	98	1	-4	-1.7	9	-6

Yeast life ext: what is marked active above
smiles | Measles CPE | Yeast life ext | NPY Y2 blocker | GALR2 antag | Phagocytosis inh | E-sel TNF inh
Nc1oc2ccc(F)cc2c(=O)c1C=O | 8 | 27* | 0 | 5 | -1 | 0

(cont.)
SMILES	Measles CPE	Yeast life ext	BB579 growth dn	PTEN del growth	bCat KO growth	NPY Y2 blocker	GALR2 antag	MRP-1 activ	Phagocytosis inh	E-sel TNF inh
O=C1OC(N2CCN(C(=O)c3ccco3)CC2)c2ccccc21 (centres undefined)	15	-10	-50	105	96	5	7	0.3	-3	-19
CCOC(=O)CN1Cc2cccc(C(=O)O)c2C1=O	17	-4	-38	103	100	1	14	-0.2	1	x
CCOC(=O)c1c(C)n(C)c2ccc(OC)c(NC(=O)CN3CCN(C(=O)c4ccco4)CC3)c12	26*	-1	-57	106	93	2	2	-0.5	0	0
COc1ccc(N2CCN(C(=O)CN(c3ccccc3)S(=O)(=O)c3ccc(OC)cc3)CC2)cc1	13	-18	-20	82	94	4	-15	-3.5	-1	7
Clc1ccc(-n2ncc3c(NCc4ccc5c(c4)OCO5)ncnc32)cc1	11	-16	-38	110	101	5	-9	-0.1	0	-21
O=C(Nc1nnc(SCC(=O)N2CCOCC2)s1)c1ccccc1	4	4	1	95	85	-1	6	-1.3	0	29
CCOc1ccc(N(Cc2cc3cc(OC)ccc3[nH]c2=O)S(C)(=O)=O)cc1	32	-16	-38	73	84	2	4	-3.0	x	-15
CC1CCC(C(=O)c2c(O)c3ccccc3oc2=O)CC1 (centres undefined)	3	39	-42	71	55	0	-2	-0.8	0	17
COC(=O)c1ccccc1NC(=O)CSc1nnc(-c2cccnc2)n1C	7	x	-28	94	100	2	0	-1.7	x	4
O=c1c2c(nc3cc(-c4ccccc4)[nH]n13)CCC2	11	-28	-40	82	85	3	9	-0.3	0	x
Cc1ccc(OCCCC(=O)Nc2nccs2)cc1	3	-2	-37	94	100	2	2	0.2	-2	-7
Cc1nc(COC(=O)c2ccc(S(=O)(=O)N3CCCC3)cc2)cs1	4	-4	6	102	98	3	2	0.5	0	-8
O=C(Cn1cnc2ccccc2c1=O)Nc1nnc(C2CC2)s1	6	11	-4	101	101	6	10	1.3	-2	1
CCOC(=O)c1oc2ccc(S(=O)(=O)n3nc(-c4ccc(C)cc4)cc3N)cc2c1C	3	-4	-25	87	77	0	-7	-0.7	0	-12
CC(C)OC(=O)CSc1nnc(Cc2ccccc2)n1Cc1ccco1	16	-6	-68	107	95	4	3	-1.2	2	-6
COc1ccc(NC(=O)C2CCCN2S(=O)(=O)c2ccc3c(c2)CCC(=O)N3)cc1Cl (centres undefined)	10	-11	-11	81	90	10	7	-0.9	1	8
Cc1ccc(-n2c(SCC3CNC(=O)O3)nnc2-c2ccccc2)cc1C (centres undefined)	21	4	-51	86	84	2	0	-3.9	-2	-7
CCOC(=O)c1ccc(NC(=O)N(CC)CC)cc1	5	-15	-32	101	88	1	-7	-0.5	x	-6
O=C1CC(SCc2nc3ccccc3[nH]2)C(=O)N1c1ccc(F)c(Cl)c1 (centres undefined)	22	-2	-23	92	88	0	-2	-3.0	-1	-40
O=C1NC2(CCc3ccccc3C2)C(=O)N1CCOc1cccc(Cl)c1 (centres undefined)	23*	11	-42	91	85	6	-4	-2.9	-2	1
O=C(O)CSCC(=O)Nc1cccc(C(F)(F)F)c1	5	-10	-7	98	100	2	-2	0.0	-1	11
NC(=O)c1ccsc1NC(=O)c1ccc2c(c1)CCCC2	19	-6	-15	43	46	-2	22	-4.1	x	-12
Cc1ccc(S(=O)(=O)NC(CC(=O)N2CCOCC2)c2ccco2)cc1 (centres undefined)	4	-14	-41	89	98	2	6	-3.1	0	-7
Cc1ccc(S(=O)(=O)N2CCN(CC(=O)N/N=C/c3cc([N+](=O)[O-])ccc3Cl)CC2)cc1	4	-2	-25	74	72	-2	-12	-1.0	-9	7
CCNC(=O)COc1ccc(-c2ccccc2)cc1	62*	-10	-6	101	94	0	4	2.9	1	-12
Cc1cc(NC(=O)CSc2nnc(NC(=O)C3CC(=O)N(c4ccccc4C)C3)s2)no1 (centres undefined)	7	6	-24	87	94	-1	3	-1.8	-2	x
FC(F)(F)c1cccc(Sc2nc(-c3ccccc3)nnc2C(F)(F)F)c1	6	-16	-38	11	5.3*	0	1	-7.1	0	-14
O=C(/C=C/c1ccccc1)NC1CC2CCC1C2 (centres undefined)	11	2	-27	97	94	7	7	0.3	9	38
CC1=C/C(=N\OS(=O)(=O)c2ccccc2)C(C(C)C)=CC1=O	5	-12	100*	1.5*	1.5*	7	47*	-4.9	-3	-1
CC(NC(=O)CN1C(=O)NC(Cc2ccccc2)(Cc2ccccc2)C1=O)C12CC3CC(CC(C3)C1)C2 (centres undefined)	8	-2	-27	62	74	161*	-6	-5.6	-1	2
Cc1nc(NC(=O)C2CC2)sc1C(=O)N(C)C	30	x	-3	95	98	1	-11	-0.8	x	15
COc1cccc(C=Nc2cc(C)on2)c1O	7	-13	-11	80	66	-2	14	-0.5	-2	x
O=C(NCCCN1CCN(c2ccc(F)cc2)CC1)c1cccc(N2CCCC2=O)c1	6	-24	-43	86	94	1	-3	-3.2	-1	-11
O=C1OC(c2ccccc2)=C/C1=C/c1cccs1	13	-5	-9	96	96	0	18	-1.7	-2	x
CCNC(=O)CC1C(=O)N(c2ccccc2)C(=O)N1CCc1ccc(OC)cc1 (centres undefined)	5	-9	-36	96	96	3	-4	-1.6	-2	x
O=C1CCCC2=C1C(c1ccncc1)c1c(nc(SCc3ccccc3)[nH]c1=O)N2 (centres undefined)	14	4	-36	105	95	1	-13	0.1	-1	14
Cc1cc(C)c(C)c(S(=O)(=O)NCC(=O)O)c1C	6	-15	-21	108	96	3	-3	0.2	1	17
CCNC(=S)NNC(=O)C1CCCCC1	28*	36	-52	90	86	0	6	-3.1	-2	x
Cc1cc(C)n(CC(=O)N/N=C/c2cc([N+](=O)[O-])ccc2O)n1	7	-3	36	33	33	0	-3	4.1	-4	x
CC(C)=CCSc1nnc(CCNC(=O)OC(C)(C)C)o1	3	-6	-20	112	110	4	0	-0.4	4	-26
Cc1cccc(N2C(=O)CCC2=O)n1	16	4	-12	91	91	1	1	-1.0	-7	-1
CCn1c(=N)c(C(=O)NCCCOC)cc2c(=O)n3cccc(C)c3nc21	11	0	-11	43	40	0	-2	-2.5	0	-19
Cc1ccc2c(CN3CCCc4ccccc43)cc(=O)oc2c1C	8	-7	-68	78	71	5	-2	-0.6	0	x
Cc1ccsc1/C=N/Nc1nc2ccccc2[nH]1	x	0	-16	73	86	4	32*	-1.3	3	x
CCOC(=O)c1c(NC(C)=O)sc2c(O)c(Br)ccc12	9	-15	-71	103	87	1	-9	-0.6	-1	17
CCCCn1c(=O)c(CCC(=O)OCC(=O)Nc2ccc(F)c(Cl)c2)nc2ccccc21	33	1	-13	99	98	4	-12	-1.7	-7	x
CCc1ccccc1NC1c2ccccc2C(=O)N1c1cc(C)ccn1 (centres undefined)	14	-4	-6	95	92	1	11	-1.2	x	-6
Cc1ccc(Cl)cc1NC(=O)c1cnn2c1NC(c1ccco1)CC2C(F)(F)F (centres undefined)	11	-10	-50	69	68	5	-9	-1.0	-1	22
Cc1c(NC(=O)c2ccccc2)cccc1[N+](=O)[O-]	17	-4	-39	93	107	-1	-4	-1.8	-4	x
COc1cccc2sc(Nc3nnc(-c4ccccc4Cl)o3)nc12	21	-5	-28	12	10	5	11	-1.5	0	-4
